Vif-A3F inh = blocks the Vif interaction with APOBEC3F; HeLa A3F-eYFP + Vif (tagged APOBEC3F with the HIV-1 protein that degrades it), YFP fluorescence increase; Potency, µM (top dose mostly 46.1 µM), inactives show top-dose activity, negative = active; hit rate 0.2% among 390,000; further: potency means the concentration at half of the fitted maximal effect; % of control where 0% means no effect; nearly all actives have a fitted effect of over 65% in size
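HeLa cells stably expressing A3F-eYFP plus Vif, plated and incubated overnight at 37 deg C, then exposed to compounds overnight at 37 deg C. Blocked degradation read as raised yellow fluorescence (Ex 488/Em 500-530).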
RXFP1 agonist = activates the human relaxin receptor RXFP1; Potency, µM (series often up to 57.5 µM), for the others: at the highest dose activation, usual class: activators; Q9HBX9; hit rate 0.3% among 370,000; HEK293T-RXFP1 cAMP TR-FRET, 30 min; response scale: percent of porcine relaxin response, buffer zero; further: potency means the concentration at half of the fitted maximal effect; on the % scale 0 is the no-effect control and ±100 the full control effect; nearly all actives have a fitted effect of over 60% in size; many of its hits are not listed in these tables
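cAMP rise read by TR-FRET after 30 min, 37C compound exposure (up to 58 uM) in RXFP1-transfected HEK293 cells with Ro 20174 present. EC50 from Hill-equation fits, with 29 nM porcine relaxin as 100% and buffer as basal.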
Vif-APOBEC3G blk = inhibitors of Vif-APOBEC3G interaction | AID 602310 | HeLa A3G-eYFP + Vif (tagged APOBEC3G with the HIV-1 protein that degrades it), YFP fluorescence, overnight | hit rate 0.076% among 410,000 | Q9HC16 | Potency, µM (highest dose often 46.1 µM), inactives show at the top dose activity, negative = active, actives largely listed as inhibitors;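 further: potency means the concentration at half of the fitted maximal effect; on the % scale 0 is the no-effect control and ±100 the full control effect; nearly all actives have a fitted effect of over 60% in size; hits raise eYFP signal because A3G escapes Vif-driven loss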
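Read-out is eYFP fluorescence (Ex 488/Em 500-530) from Vif-expressing HeLa A3G-eYFP cells; more signal means A3G escaped Vif-mediated degradation. Cells plated overnight, compound pinned in, incubated overnight at 37 deg C.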
LDHA inh = blocks human lactate dehydrogenase A; P00338; hit rate 0.15% among 480,000; activity change, % (values are at about 110 or 230 µM); purified LDHA, NADH/diaphorase-resazurin fluorescence; stronger effect = lower value; in the data active means activity change below about -30%; inconclusive means mostly about -25% to -30%;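 further: plate controls were DMSO wells for no effect and wells without enzyme for full effect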
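Remaining NADH was detected by diaphorase (0.133 mg/mL) converting 37 µM resazurin to fluorescent resorufin, read at 0 and 20 minutes. The preceding 5-minute room-temperature reaction used 2 nM LDHA, 0.2 mM sodium pyruvate and 0.06 mM NADH at pH 7.4.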
USP1-UAF1 inh = inhibitors of human USP1/UAF1 deubiquitinase. O94782. recombinant USP1/UAF1, Ub-Rhodamine cleavage fluorescence. Potency, µM (highest dose often 57.1 µM), for inactives: at the top dose activity change, negative = inhibition, actives largely listed as inhibitors. hit rate 0.23% among 390,000. AID 743255; further: potency means the concentration at half of the fitted maximal effect; on the % scale 0 is the no-effect control and ±100 the full control effect; nearly all actives have a fitted effect of over 60% in size; inactives centre near -12
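USP1/UAF1 complex at 1 nM was preincubated with compound for 15 min at room temperature, then Ub-Rho substrate (150nM final) was added. Fluorescence (480/540 nm) was read kinetically, 6 reads every 60 seconds.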
Glioma ERSR ind = induces the endoplasmic reticulum stress response in human glioma cells; U87-MG GRP78 promoter luciferase reporter, 16 h; hit rate 0.02% among 420,000; Potency, µM, inactives show at the top dose activation, actives largely listed as activators; further: potency means the concentration at half of the fitted maximal effect; series mostly up to about 76 µM; % of control where 0% means no effect; nearly all actives have a fitted effect of over 35% in size
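ERSR induction read as luciferase luminescence (Bright-Glo, 10 min at room temperature) in stably transfected human U87-MG glioma cells exposed to compounds for 16 h, using GRP78 as sensor.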
TrxR1 substrate = is turned over as a substrate by rat TrxR1 | O89049 | purified TrxR1 substrate turnover, NADPH consumption readout | Potency, µM (series often up to 114 µM), without a hit: at the highest dose activity change, negative = substrate turnover | hit rate 0.01% among 390,000; further: potency means the concentration at half of the fitted maximal effect; on the % scale 0 is the no-effect control and ±100 the full control effect; nearly all actives have a fitted effect of over 50% in size
Target sequence (O89049 whole entry, looked up): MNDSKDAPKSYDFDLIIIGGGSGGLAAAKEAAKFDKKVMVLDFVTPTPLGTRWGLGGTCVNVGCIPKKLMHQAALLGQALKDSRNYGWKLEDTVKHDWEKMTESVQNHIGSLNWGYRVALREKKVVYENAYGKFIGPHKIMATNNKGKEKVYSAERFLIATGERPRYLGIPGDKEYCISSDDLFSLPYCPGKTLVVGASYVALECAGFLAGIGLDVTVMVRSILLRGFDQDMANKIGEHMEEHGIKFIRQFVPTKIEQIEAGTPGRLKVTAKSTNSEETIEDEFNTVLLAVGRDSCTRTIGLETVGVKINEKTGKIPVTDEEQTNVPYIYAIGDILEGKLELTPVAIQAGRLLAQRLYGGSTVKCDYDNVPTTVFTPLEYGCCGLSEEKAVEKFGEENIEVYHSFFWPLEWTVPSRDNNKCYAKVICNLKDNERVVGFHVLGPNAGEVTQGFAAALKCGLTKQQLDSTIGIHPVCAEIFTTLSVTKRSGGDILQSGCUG
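Rat TrxR1, dispensed at 90 nM, was prereduced with 400 uM NADPH (final) for 5 min at ~22 deg C, then incubated with compound 15 min before 400 uM selenite. A first-read NADPH fluorescence drop versus no-compound background flagged substrates.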
mIDH1 inhibitor = human IDH1 R132H inhibition; O75874; IDH1-R132H enzyme, NADPH consumption, diaphorase/resazurin fluorescence; Potency, µM (top dose mostly 76.6 µM), inactives show top-dose activity change, negative = inhibition, hits mostly inhibitors; hit rate 0.093% among 390,000; further: potency means the concentration at half of the fitted maximal effect; on the % scale 0 is the no-effect control and ±100 the full control effect; nearly all actives have a fitted effect of over 65% in size
Target sequence (O75874 whole entry R132H, stated change not applied): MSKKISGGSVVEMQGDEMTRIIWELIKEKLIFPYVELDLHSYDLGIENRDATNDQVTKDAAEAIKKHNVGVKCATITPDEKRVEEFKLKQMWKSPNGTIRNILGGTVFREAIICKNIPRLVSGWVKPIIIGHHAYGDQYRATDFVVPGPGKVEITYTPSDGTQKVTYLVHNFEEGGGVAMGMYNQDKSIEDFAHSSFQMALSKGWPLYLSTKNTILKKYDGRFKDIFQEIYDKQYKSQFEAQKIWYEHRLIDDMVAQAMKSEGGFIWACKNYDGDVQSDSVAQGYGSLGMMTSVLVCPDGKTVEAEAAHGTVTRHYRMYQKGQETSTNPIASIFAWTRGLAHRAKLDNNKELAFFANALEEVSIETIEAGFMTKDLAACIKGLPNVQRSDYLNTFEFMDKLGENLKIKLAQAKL
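IDH1-R132H (0.5 ug/mL) preincubated 30 min with compound, then NADPH (0.016 mM) and alpha-KG (2 mM) added; 80 min at RT, pH 7.5. Remaining NADPH coupled via diaphorase/resazurin to fluorescence (540/590 nm); concentration-response curves normalized to no-enzyme control.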
PI4K2A block = inhibitors of human PI4K2A. activity change, negative = inhibition, % at 76.9 µM. AID 1346378. hit rate 0.13% among 420,000. purified PI4K2A, ADP-Glo luminescence, 1 h; stronger effect = lower value; in the data active means activity change below about -50%; inconclusive means mostly about -30% to -49%;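 further: -100% = wells without enzyme as full effect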
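In this quantitative HTS, ADP production by PI4K2A was quantified luminescently after 1 h at ambient temperature; 100 microM adenosine served as plate-quality control.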
An asterisk follows results filed as active; ? = inconclusive; . = not tested or not shown; & = joins results of further samples; [ ] = another dose, or the depositor's remark. Unless noted, the call rests on the fitted dose curve; in most records, active means well fitted curve in the direction sought with a large enough effect; inconclusive means small, poorly fitted or top-dose-only effect, or another doubt; inactive means no such curve, though single readings can be large; an effect the other way counts as inactive or inconclusive.

Results follow in this order: Vif-A3F inh	RXFP1 agonist	Vif-APOBEC3G blk	LDHA inh	USP1-UAF1 inh	Glioma ERSR ind	TrxR1 substrate	mIDH1 inhibitor	PI4K2A block
CCOC(=O)C1CCN(C(=O)C2CCN(C(=O)c3ccc([N+](=O)[O-])cc3)CC2)CC1
→ 0%	4.4%	1%	-4	-5%	-2%	-10%	9%	1
Cc1ccccc1NS(=O)(=O)c1cc(C(N)=O)ccc1C
→ -1%	2.3%	-2%	-4	-3%	-3%	7%[57.1 µM]	0%	1
O=C(CC1(C(=O)O)CCCC1)N1CCOCC1
→ -3%	0.0%	2%	0	-22%	-3%	-7%	0%	6
FC(F)Oc1ccc(-n2cc(-c3ccccc3)[n+]3c2CCCCC3)cc1
→ -22%	1.2%	1%	0	-1%	-4%	-1%[57.1 µM]	-1%	3
Cc1ccc(S(=O)(=O)C2C(=O)N(C)C3(C)CC2c2ccccc2O3)cc1 (stereo not drawn)
→ 0%	1.1%	3%	-2	-27%	-6%	-7%[57.1 µM]	4%	-1
Cc1cc(NC(=O)COC(=O)C2CCC2)no1
→ -5%	-0.7%	-4%	-9	4%	-4%	7%[57.1 µM]	5%	0
C/C(CC(=O)Nc1ccc(Cl)cc1Cl)=N\NC(=O)c1ccco1
→ 4%	0.0%	0%	-1	-12%	3%	-7%	-1%	-6
Cc1ccc(S(=O)(=O)NN2C(=O)c3ccccc3NC2c2ccccn2)cc1 (stereo not drawn)
→ -4%	2.7%	1%	0	12%	-3%	18%[57.1 µM]	-10%	-2
CCCCC(C(=O)OCC(=O)c1ccc(OC)cc1)N1C(=O)c2ccccc2C1=O (stereo not drawn)
→ 2%	3.6%	1%	-1	4%	-3%	-3%	3%	1
COc1cc(C(=O)Nn2c(C)nc3ccccc3c2=O)cc(OC)c1OC
→ -5%	4.5%	7%	-1	-18%	1%	-10%[57.1 µM]	1%	4
COc1ccc(C(=O)CCC(=O)N2CCN(c3ccc(C)cc3)C(C)C2)cc1 (stereo not drawn)
→ -23%	0.3%	2%	-1	-23%	-6%	-4%	7%	5
CCOC(=O)c1nn(-c2ccccc2C)c(=O)c2c(N)scc12
→ 11%	-0.8%	-5%	25	?	-1%	6%[57.1 µM]	2%	-17
Cc1c(Cl)cnc(NC(=O)COC(=O)C(NC(=O)c2ccco2)C(C)C)c1Cl (stereo not drawn)
→ .	3.6%	0%	-1	-15%	-3%	1%	6%	-9
O=C(O)c1cc(NC(=O)c2cccc(N3C(=O)c4ccccc4C3=O)c2)cc(C(=O)O)c1
→ 3%	2.9%	0%	-9	0%	-2%	2%	9%	4
S=C(NC1CCCCC1)N1CCN(C2CCCCC2)CC1
→ -1%	-0.1%	-1%	-7	-8%	4%	7%[57.1 µM]	7%	4
CC(CNC(=O)Cn1c(-c2cccs2)cc2ccccc21)c1ccccc1 (stereo not drawn)
→ 0%	8.0%	0%	-1	2%	-1%	62%[activator]	-12%	-3
Fc1ccc(Nc2nc(-c3cccc(Cl)c3)c3c(n2)-c2ccccc2OC3)c(F)c1
→ -8%	-2.1%	0%	-14	5%	-6%	10%	3%	-2
COc1ccc(/C=C(/NC(=O)c2ccccc2)C(=O)N2CCOCC2)cc1OC
→ 5%	1.5%	3%	-7	-17%	-2%	-3%	0%	11
COC(C[C@@H](O)[C@H](C)[C@@H](O)COCc1ccccc1)OC
→ 2%	0.6%	-1%	-6	-16%	-1%	4%	-10%	2
COc1ccccc1NC(=O)NC1(C(=O)N2CCC(O)CC2)CCCCC1
→ 1%	0.3%	-5%	3	-19%	1%	-10%	6%	-5
CC(C)n1c(O)c(N=NC(=O)c2ccccc2NS(=O)(=O)c2cccs2)c2ccccc21
→ -13%	1.1%	-3%	-3	-23%	3%	-2%	8%	1
CC(=O)Oc1ccccc1C(=O)OCCN=C1NS(=O)(=O)c2ccccc21
→ -3%	0.5%	2%	-4	-17%	-6%	10%[57.1 µM]	-7%	0
Cc1cc(C)cc(OC(=O)c2cc(-c3ccc4c(c3)OCCO4)on2)c1
→ -5%	-3.6%	-1%	-5	-27%	-7%	5%	-6%	5
CCC1CCC(C(=O)NC(C(=O)NCCN(CC(C)C)CC(C)C)C(C)C)CC1 (stereo not drawn)
→ 5%	0.4%	2%	-2	-11%	0%	8%	-15%	1
O=C(Nc1ccccc1Cl)c1cccc(COc2cc(Cl)ccc2Cl)c1
→ -3%	2.4%	-2%	-7	-17%	-5%	9%	-11%	6
COc1cc(/C=C2\CCC(C3CCCC3)C2=O)cc(OC)c1OC (stereo not drawn)
→ 0%	-1.9%	-6%	5	-22%	3%	4%	7%	-2
CCOC(=O)c1c(CCl)nc2ccccc2c1C
→ 1%	-0.1%	-1%	-3	-13%	0%	1%	2%	4
CCOC(=O)c1cnc2c(c(C)nn2CC)c1Cl
→ 7%	-1.3%	-1%	-11	-13%	-5%	11%[57.1 µM]	19%	4
CCNc1nc(NC(C)(C)C)nc(N2CCCCC2)n1
→ -15%	4.0%	-1%	4	-12%	7%	-8%	3%	5
CCCC(=O)N1CCC1(C)C(=O)NS(=O)(=O)c1ccc(C)cc1 (stereo not drawn)
→ .	.	2%	-2	.	-2%	.	.	2
CCn1c(/C=C/c2ccccc2C)nc2ccccc2c1=O
→ -3%	-1.7%	-17%	-1	-24%	1%	-9%	0%	1
CC(NC(=O)COc1ccccc1)C(c1ccccc1)N1CCN(C)CC1 (stereo not drawn)
→ .	-0.3%	1%	0	-17%	-6%	1%	6%	-3
CCCc1cc(=O)[nH]c(Nc2ccc3c(c2)OCCO3)n1
→ 9%	-1.0%	-1%	-2	-22%	-6%	5%	6%	2
CC(C)c1cccc(C(C)C)c1NC(=O)CN1CCCC1
→ 1%	0.7%	-2%	-9	?	-4%	7%	10%	7
COc1ccc(C2C(=O)N(C3CCCCC3)CC(=O)N2Cc2ccccc2Cl)cc1OC (stereo not drawn)
→ -1%	0.0%	3%	-5	-20%	-4%	3%[57.1 µM]	-6%	4
CC(C)CCNC(=O)CCc1nnc(COc2ccccc2)o1
→ -2%	0.3%	-1%	-3	3%	-1%	-2%[57.1 µM]	4%	-1
CC(C)(C)c1cc(N2CCOCC2)n2ncc(-c3ccccc3)c2n1
→ 2%	0.8%	-4%	4	-11%	1%	20%	6%	1
CCOc1cccc(C(=O)Nc2ccccc2OC(F)F)c1
→ 8%	0.1%	-5%	-6	8%	4%	-5%	0%	-1
COc1ccc(/C=C/C(=O)NCCSCc2ccco2)cc1
→ -12%	1.2%	-2%	3	0%	-1%	-2%	3%	-9
CCCC[C@@H]1CN=C(N)N1CCc1cccc(F)c1
→ -6%	.	1%	-10	-10%	-3%	-2%	-6%	-5

Continued (two carried over from the part before).
Results follow in this order: Vif-A3F inh	RXFP1 agonist	Vif-APOBEC3G blk	LDHA inh	USP1-UAF1 inh	Glioma ERSR ind	TrxR1 substrate	mIDH1 inhibitor	PI4K2A block
COc1ccc(/C=C/C(=O)NCCSCc2ccco2)cc1
→ -12%	1.2%	-2%	3	0%	-1%	-2%	3%	-9
CCCC[C@@H]1CN=C(N)N1CCc1cccc(F)c1
→ -6%	.	1%	-10	-10%	-3%	-2%	-6%	-5
COc1cccc(OCC(=O)NNC(=O)C(=O)Nc2cccc(C)c2)c1
→ -4%	-2.5%	4%	-1	-27%	-1%	-7%	0%	3
CC(Sc1nncn1C)C(=O)Nc1ccccc1-c1ccccc1 (stereo not drawn)
→ -16%	0.1%	-1%	-1	-20%	0%	7%	-4%	-5
COc1ccc(S(=O)(=O)Cc2ccc(C(=O)NC3CCCCC3)o2)cc1
→ 6%&-1%	3.6%&0.3%	-1%&0%	-5&1	-3%&10%	0%&-2%	-1%&-4%	6%&14%	-5&0
CN(CC(=O)Nc1ccccc1Cl)C(=O)c1cc(=O)[nH]c2ccccc12
→ 1%	-2.8%	-1%	-6	-3%	2%	12%	-3%	1
COc1ccccc1-c1nn(-c2ccccc2)cc1C(=O)N1CCN(C(=O)c2ccco2)CC1
→ 2%	0.9%	-13%	-5	7%	1%	-10%	-1%	-5
Cc1ccc(N(CC(=O)NC2CC3CCC2C3)S(C)(=O)=O)cc1C (stereo not drawn)
→ .	-0.2%	0%	2	-1%	-2%	-7%	1%	1

Given as labelled records: 3 of the compounds above.
SMILES: CCC1CCC(C(=O)NC(C(=O)NCCN(CC(C)C)CC(C)C)C(C)C)CC1 (stereo not drawn)
  Vif-A3F inh: 5%
  RXFP1 agonist: 0.4%
  Vif-APOBEC3G blk: 2%
  LDHA inh: -2
  USP1-UAF1 inh: -11%
  Glioma ERSR ind: 0%
  TrxR1 substrate: 8%
  mIDH1 inhibitor: -15%
  PI4K2A block: 1
SMILES: O=C(Nc1ccccc1Cl)c1cccc(COc2cc(Cl)ccc2Cl)c1
  Vif-A3F inh: -3%
  RXFP1 agonist: 2.4%
  Vif-APOBEC3G blk: -2%
  LDHA inh: -7
  USP1-UAF1 inh: -17%
  Glioma ERSR ind: -5%
  TrxR1 substrate: 9%
  mIDH1 inhibitor: -11%
  PI4K2A block: 6
SMILES: COc1cc(/C=C2\CCC(C3CCCC3)C2=O)cc(OC)c1OC (stereo not drawn)
  Vif-A3F inh: 0%
  RXFP1 agonist: -1.9%
  Vif-APOBEC3G blk: -6%
  LDHA inh: 5
  USP1-UAF1 inh: -22%
  Glioma ERSR ind: 3%
  TrxR1 substrate: 4%
  mIDH1 inhibitor: 7%
  PI4K2A block: -2

A portion of the library, so the mix of outcomes need not match the whole.
